hgDAF-12 ag: H. glycines DAF-12 receptor agonists, primary screen, cell-based, luminescence, HEK293, GAL4 fusion, UAS-luciferase; Nuclear hormone receptor DAF-12 (Heterodera glycines), GAL4 fusion; HEK293 GAL4-hgDAF12 UAS-luciferase reporter, agonist luminescence; normalized to butyrate control; activation, % at 6.8 µM; 1.8% of 370,000 active;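 active = activation above a cutoff set at the mean of all screened compounds plus 3 SD, cut at about 10% in these data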;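 note: 0% = DMSO wells and 100% = sodium butyrate wells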
hcDAF-12 act: H. contortus DAF-12 nuclear receptor activators, primary screen, cell-based, luminescence, HEK293, lit1-tk-luc reporter; HEK293 hcDAF-12 lit1-tk-luc reporter; 0% DMSO, 100% Δ7-dafachronic acid; activation, % at 6.8 µM; 1.4% of 370,000 active;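 active = activation above the mean of all tested compounds plus 3 SD, cut at about 5.5% in these data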;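 note: 100% = response to 3 µM Δ7-dafachronic acid high control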
SMARCA2 activ: SMARCA2 (BRM) function activators, primary screen, cell-based, luminescence, high throughput. MG213 cells, MMTV-luciferase reporter, dexamethasone, overnight. activation, % at 9.1 µM. 1% of 370,000 active. AID 652017, 2013; in the data active = activation above about 7.8%;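 note: 0% = vehicle wells and 100% = reference activator wells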
DAX1 inh-1: DAX1 (NR0B1) inhibitors on StAR promoter, primary screen, cell-based, luminescence, SF-1 (NR5A1), full-length DAX-1; HEK293T StAR-luciferase reporter, SF-1/DAX-1 repression relief; inhibition, % at 6.8 µM; 1.1% of 370,000 active; AID 652010, 2013;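 active = inhibition above the mean over all tested compounds plus 3 SD, cut at about 3.6% in these data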;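 note: 0% = DAX-1 cells with DMSO and 100% = cells lacking DAX-1 with DMSO; higher inhibition means more luminescence from relief of DAX-1 repression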
DAX1 inh-2: DAX1 (NR0B1) inhibitors, primary screen, cell-based, HEK293, Gal4-DAX1, luciferase luminescence; AID 504766, 2011; 0.99% of 340,000 active; inhibition, % at 6.75 µM; HEK293 Gal4-DAX1 luciferase reporter; Nuclear receptor subfamily 0 group B member 1 (Homo sapiens), P51843;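 active = inhibition above the mean over all tested compounds plus 3 SD, cut at about 4.2% in these data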;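 note: 0% = DAX1-transfected cells with DMSO and 100% = empty-vector control cells with DMSO; inhibition shows as a rise in luminescence from relieved DAX1 repression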
GC-B act: human GC-B receptor activators, primary screen, HEK293 GC-B cells, cGMP TR-FRET, EC30 CNP. Atrial natriuretic peptide receptor 2 (Homo sapiens), P20594. 0% at EC30 CNP, 100% saturating CNP. activation, % at 10 µM. 0.11% of 370,000 active. AID 1920062, 2024;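 active = activation at 10 µM reaching about 35% in either raw or pattern-adjusted values, limit read from the data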
GAA850 FXN act: FXN promoter activators, primary screen, cell-based, luciferase luminescence, HEK293 lucGAA850; HEK293 lucGAA850 FXN promoter luciferase reporter, 24 h; percent of 10 µM SAHA response; activation, % at 6 µM; 0.56% of 360,000 active; AID 540364, 2011;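 active = activation above the average of all compounds screened plus 3 SD, cutoff fixed separately per campaign, cut at about 7.5% in these data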;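 note: 0% = DMSO wells and 100% = 10 µM SAHA wells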
ADAM10 inh: human ADAM10 inhibitors, primary screen, biochemical, QFRET, HTS | AID 720582, 2013 | Disintegrin and metalloproteinase domain-containing protein 10 (Homo sapiens), O14672 | inhibition, % at 7 µM | 0.62% of 370,000 active | recombinant ADAM10, EDANS/DABCYL FRET peptide cleavage, 3 h;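 active = inhibition above a per-campaign cutoff equal to the mean of compounds falling between control-based bounds plus 3 SD, cut at about 20% in these data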;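 note: 0% = DMSO wells while the 100% control is not disclosed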
Target sequence (O14672 214-748 limits assumed): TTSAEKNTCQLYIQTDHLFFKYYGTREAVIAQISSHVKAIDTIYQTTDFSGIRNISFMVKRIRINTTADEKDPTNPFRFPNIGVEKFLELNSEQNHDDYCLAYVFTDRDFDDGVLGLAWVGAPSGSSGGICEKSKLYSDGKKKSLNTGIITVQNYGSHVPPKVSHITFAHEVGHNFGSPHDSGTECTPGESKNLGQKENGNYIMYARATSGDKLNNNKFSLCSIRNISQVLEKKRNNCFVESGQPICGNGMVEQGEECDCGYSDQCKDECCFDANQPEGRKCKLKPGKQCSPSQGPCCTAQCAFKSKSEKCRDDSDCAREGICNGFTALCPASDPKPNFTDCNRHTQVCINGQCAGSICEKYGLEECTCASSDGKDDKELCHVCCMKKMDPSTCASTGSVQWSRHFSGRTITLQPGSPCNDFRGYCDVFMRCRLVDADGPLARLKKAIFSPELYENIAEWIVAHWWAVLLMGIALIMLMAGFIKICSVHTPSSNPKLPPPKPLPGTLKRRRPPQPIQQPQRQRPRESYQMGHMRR
HGIII-sPLA2 inh: human group III sPLA2 inhibitors, primary screen, biochemical, QFRET, BODIPY PC-A2 liposome substrate; QFRET BODIPY PC-A2 liposome hydrolysis, fluorescence; inhibition, % at 12.2 µM; 0.56% of 370,000 active; AID 743126, 2013;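 active = inhibition above mean plus 3 SD of compounds lying within the high and low control bounds, cut at about 19% in these data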;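 note: 0% = median of test compound wells and 100% = no enzyme DMSO wells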
Target sequence (Q9NZ20 whole entry, looked up): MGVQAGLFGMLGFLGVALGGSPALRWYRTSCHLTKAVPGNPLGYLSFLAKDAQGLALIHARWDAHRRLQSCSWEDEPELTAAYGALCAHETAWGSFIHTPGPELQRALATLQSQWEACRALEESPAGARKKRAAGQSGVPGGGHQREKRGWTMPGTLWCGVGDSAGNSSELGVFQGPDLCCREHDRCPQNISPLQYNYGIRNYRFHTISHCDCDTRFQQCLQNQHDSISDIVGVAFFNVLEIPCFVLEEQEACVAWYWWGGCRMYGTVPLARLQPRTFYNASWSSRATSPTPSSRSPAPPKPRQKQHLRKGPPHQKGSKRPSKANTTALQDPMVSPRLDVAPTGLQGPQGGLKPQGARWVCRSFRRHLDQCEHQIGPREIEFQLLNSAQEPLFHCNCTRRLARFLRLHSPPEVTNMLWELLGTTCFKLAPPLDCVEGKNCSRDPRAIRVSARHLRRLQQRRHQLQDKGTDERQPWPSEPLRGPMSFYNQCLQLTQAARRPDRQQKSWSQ
GC-A act: GC-A stimulated cGMP production enhancers – HEK293 GC-A cells, cGMP TR-FRET, EC30 ANP, primary screen | 0% at EC30 ANP, 100% saturating ANP | activation, % at 10 µM | 0.14% of 370,000 active | AID 1671463, 2021; in the data active = activation above about 40%
ssDAF-12 act: S. stercoralis DAF-12 nuclear receptor activators, primary screen, cell-based, luminescence, HEK293, GRIP1 co-expression, lit1-tk-luc; activation, % at 6.8 µM; Nuclear hormone receptor DAF-12 (Strongyloides stercoralis); AID 652126, 2013; HEK293 ssDAF-12/GRIP1 lit1-tk-luc reporter; % of 3 µM dafachronic acid response; 1% of 370,000 active;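 active = activation above the mean over all tested compounds plus 3 SD, cut at about 0.9% in these data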;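 note: 0% = DMSO-only wells and 100% = 3 µM delta7-dafachronic acid wells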
Starred values were filed as active, the others as inactive.

Screening Cc1ccccc1OCC(=O)NNC(=O)Cc1ccc(S(=O)(=O)N2CCOCC2)s1 returned hgDAF-12 ag 0.2, hcDAF-12 act 0.8, SMARCA2 activ -2, DAX1 inh-1 -0.6, DAX1 inh-2 0.1, GC-B act 1, GAA850 FXN act -1.4, ADAM10 inh -1, HGIII-sPLA2 inh -34, GC-A act 3 and ssDAF-12 act -0.7.
CC1O[C@@H](O[C@H](C)CC[C@@H](C)O[C@H]2OC(C)[C@@H](O)C[C@H]2O)C(O)C[C@H]1O (some centres undefined) was read as hgDAF-12 ag -0.6, hcDAF-12 act -1.5, SMARCA2 activ 0, DAX1 inh-1 -0.6, DAX1 inh-2 0.7, GC-B act 0, GAA850 FXN act 1.0, ADAM10 inh 19, HGIII-sPLA2 inh 1, GC-A act 1 and ssDAF-12 act -1.1.
For COC(=O)C1=C(C(=O)OC)SC2(S1)C(C(=O)OC)=C(C(=O)OC)SC1=C2c2cccc(C)c2NC1(C)C the results were hgDAF-12 ag -1.8, hcDAF-12 act -1.6, SMARCA2 activ -3, DAX1 inh-1 0.6, DAX1 inh-2 1.3, GC-B act -1, GAA850 FXN act 0.1, ADAM10 inh 13, HGIII-sPLA2 inh 1, GC-A act 7 and ssDAF-12 act -1.4.
For Cc1cccc(N=Nc2c(O)[nH]c3ccc(F)cc23)c1 the results were hgDAF-12 ag 4.1, hcDAF-12 act 4.0, SMARCA2 activ 2, DAX1 inh-1 1.7, DAX1 inh-2 1.2, GC-B act -6, GAA850 FXN act 3.8, ADAM10 inh -5, HGIII-sPLA2 inh -2, GC-A act 0 and ssDAF-12 act -1.0.
O=C(Nc1ccc2c(c1)OCO2)c1ccccc1SCC(=O)N1CCCC1 was read as hgDAF-12 ag -0.9, hcDAF-12 act -0.5, SMARCA2 activ -3, DAX1 inh-1 -0.9, DAX1 inh-2 0.6, GC-B act 0, GAA850 FXN act 1.1, ADAM10 inh 3, HGIII-sPLA2 inh -1, GC-A act 3 and ssDAF-12 act 0.1.
`Cc1nc2c(c(N3CCOCC3)n1)OCC(=O)N2` gave hgDAF-12 ag 0.5, hcDAF-12 act 0.3, SMARCA2 activ 2, DAX1 inh-1 -0.1, DAX1 inh-2 -1.4, GC-B act 2, GAA850 FXN act 4.4, ADAM10 inh 2, HGIII-sPLA2 inh 9, GC-A act 10 and ssDAF-12 act -0.8.
For CN(C(=O)c1nn(C)c2c1CSc1ccccc1-2)c1ccc(F)cc1 the results were hgDAF-12 ag -0.9, hcDAF-12 act 3.0, SMARCA2 activ 1, DAX1 inh-1 -0.3, DAX1 inh-2 -1.0, GC-B act -4, GAA850 FXN act -0.9, ADAM10 inh 6, HGIII-sPLA2 inh 8, GC-A act -2 and ssDAF-12 act 0.0.
`NNC(=O)CNC(=O)C12CC3CC(CC(C3)C1)C2` gave hgDAF-12 ag 1.7, hcDAF-12 act 4.8, SMARCA2 activ -3, DAX1 inh-1 -0.7, DAX1 inh-2 -0.3, GC-B act 1, GAA850 FXN act -2.5, ADAM10 inh 1, HGIII-sPLA2 inh 0, GC-A act -3 and ssDAF-12 act -1.5.
O=C(CN1CCN(S(=O)(=O)c2cc(C(F)(F)F)ccc2Cl)CC1)N1CCc2ccccc2C1 was read as hgDAF-12 ag -0.9, hcDAF-12 act -0.1, SMARCA2 activ 0, DAX1 inh-1 -3.3, DAX1 inh-2 0.3, GC-B act 0, GAA850 FXN act -0.7, ADAM10 inh 4, HGIII-sPLA2 inh -6, GC-A act -4 and ssDAF-12 act -1.8.
O=C(Nc1ccc(N2CCN(C(=O)c3ccco3)CC2)c(Cl)c1)c1cc2ccccc2o1 was read as hgDAF-12 ag -11, hcDAF-12 act -5.7, SMARCA2 activ -3, DAX1 inh-1 -2.9, DAX1 inh-2 -6.0, GC-B act 7, GAA850 FXN act -15, ADAM10 inh 15, HGIII-sPLA2 inh -16, GC-A act 4 and ssDAF-12 act -2.9.
`CCN(CC(=O)Nc1ccc(NC(C)=O)cc1)C(=O)c1ccc2ccccc2c1` gave hgDAF-12 ag -0.7, hcDAF-12 act -2.7, SMARCA2 activ -2, DAX1 inh-1 -1.3, DAX1 inh-2 -0.3, GC-B act -8, GAA850 FXN act 1.9, ADAM10 inh -6, HGIII-sPLA2 inh 0, GC-A act -1 and ssDAF-12 act -1.8.
For O=C(O)CCCN1C(=O)/C(=C\c2ccccc2OCc2ccccc2)SC1=S the results were hgDAF-12 ag -3.5, hcDAF-12 act -2.2, SMARCA2 activ -2, DAX1 inh-1 0.7, DAX1 inh-2 -1.2, GC-B act -4, GAA850 FXN act -1.1, ADAM10 inh 16, HGIII-sPLA2 inh -32, GC-A act 1 and ssDAF-12 act -1.2.
For CC1Cc2c([nH]c(=O)n(-c3ccccc3)c2=O)O1 (centres undefined) the results were hgDAF-12 ag 1.2, hcDAF-12 act -0.3, SMARCA2 activ -3, DAX1 inh-1 -0.1, DAX1 inh-2 1.7, GC-B act 1, GAA850 FXN act 1.7, ADAM10 inh -10, HGIII-sPLA2 inh 6, GC-A act 2 and ssDAF-12 act -0.7.
C/C(=N/NC(=O)CSc1nc2ccccc2s1)c1ccncc1 was read as hgDAF-12 ag -0.9, hcDAF-12 act -0.3, SMARCA2 activ -4, DAX1 inh-1 -0.4, DAX1 inh-2 -0.2, GC-B act 5, GAA850 FXN act 2.8, ADAM10 inh 1, HGIII-sPLA2 inh -8, GC-A act 3 and ssDAF-12 act -0.7.
`COc1ccc(Cl)cc1NC(=O)CN(C(=O)c1ccco1)C1CCCCC1` gave hgDAF-12 ag 0.3, hcDAF-12 act -0.9, SMARCA2 activ -2, DAX1 inh-1 0.1, DAX1 inh-2 1.0, GC-B act -5, GAA850 FXN act -1.4, ADAM10 inh -2, HGIII-sPLA2 inh -1, GC-A act -16 and ssDAF-12 act -0.4.
`N#CCc1ccc(NC(=O)Cn2c(=O)oc3ccccc32)cc1` gave hgDAF-12 ag 2.9, hcDAF-12 act -0.8, SMARCA2 activ -3, DAX1 inh-1 0.1, DAX1 inh-2 -0.4, GC-B act 2, GAA850 FXN act 0.4, ADAM10 inh -20, HGIII-sPLA2 inh 7, GC-A act -2 and ssDAF-12 act -0.9.
`N#Cc1cc(-c2ccccc2)nnc1Sc1ccccc1` gave hgDAF-12 ag -1.6, hcDAF-12 act -1.0, SMARCA2 activ 1, DAX1 inh-1 -0.8, DAX1 inh-2 1.7, GC-B act -5, GAA850 FXN act 0.1, ADAM10 inh 8, HGIII-sPLA2 inh 5, GC-A act -1 and ssDAF-12 act -1.4.
Cc1ccc(-c2nn(CC(=O)NCc3cc(-c4nn(C)c(=O)c5ccccc45)ccc3C)c(=O)c3ccccc23)cc1 was read as hgDAF-12 ag 1.0, hcDAF-12 act -0.4, SMARCA2 activ -1, DAX1 inh-1 -0.8, DAX1 inh-2 0.9, GC-B act -6, GAA850 FXN act -3.5, ADAM10 inh 4, HGIII-sPLA2 inh -1, GC-A act -3 and ssDAF-12 act -1.2.
`CN(C)/C=C/C(=O)c1cnc(-c2ccc(Cl)cc2)s1` gave hgDAF-12 ag 3.6, hcDAF-12 act -0.3, SMARCA2 activ -1, DAX1 inh-1 0.7, GC-B act 1, GAA850 FXN act 6.0, ADAM10 inh 4, HGIII-sPLA2 inh 0, GC-A act 39 and ssDAF-12 act -0.6.
For CCN(CCO)C(=O)c1ccc2oc(Cc3ccc(Cl)cc3)nc2c1 the results were hgDAF-12 ag -1.5, hcDAF-12 act -2.3, SMARCA2 activ 3, DAX1 inh-1 -0.6, DAX1 inh-2 3.4, GC-B act 0, GAA850 FXN act 3.0, ADAM10 inh 16, HGIII-sPLA2 inh -3, GC-A act 4 and ssDAF-12 act -0.5.
CC(=O)C1C(c2ccc(F)cc2)c2c(noc2C)CC1(C)O (centres undefined) was read as hgDAF-12 ag -0.4, hcDAF-12 act -0.9, SMARCA2 activ -3, DAX1 inh-1 -0.1, GC-B act -1, GAA850 FXN act 0.4, ADAM10 inh 6, HGIII-sPLA2 inh 5, GC-A act 3 and ssDAF-12 act -2.2.
O=C(C1CCCO1)N1CCN(S(=O)(=O)c2ccc(Br)cc2)CC1 (centres undefined) was read as hgDAF-12 ag 2.0, hcDAF-12 act 0.2, SMARCA2 activ -1, DAX1 inh-1 1.0, DAX1 inh-2 0.2, GC-B act 1, GAA850 FXN act 0.4, ADAM10 inh 1, HGIII-sPLA2 inh 8, GC-A act 0 and ssDAF-12 act -1.0.
Clc1nc2c(ccc3ccccc32)[nH]1 was read as hgDAF-12 ag 6.3, hcDAF-12 act 2.2, SMARCA2 activ 4, DAX1 inh-1 -0.4, GC-B act 6, GAA850 FXN act 3.1, ADAM10 inh -10, HGIII-sPLA2 inh -7, GC-A act 1 and ssDAF-12 act -0.3.
CC(OC(=O)CC1Sc2ccccc2NC1=O)C(=O)N(C)Cc1ccccc1 (centres undefined) was read as hgDAF-12 ag 2.6, hcDAF-12 act 1.6, SMARCA2 activ 4, DAX1 inh-1 1.0, DAX1 inh-2 1.7, GC-B act 2, GAA850 FXN act 2.6, ADAM10 inh 2, HGIII-sPLA2 inh -4, GC-A act 0 and ssDAF-12 act 1.0*.
`CC(CNC(=O)CCS(=O)(=O)c1cc2c(cc1Cl)NC(=O)CO2)c1ccccc1` (centres undefined) gave hgDAF-12 ag -0.2, hcDAF-12 act 0.1, SMARCA2 activ -2, DAX1 inh-1 -0.6, DAX1 inh-2 -1.8, GC-B act -1, GAA850 FXN act -1.5, ADAM10 inh -10, HGIII-sPLA2 inh 12, GC-A act 1 and ssDAF-12 act -1.2.

Screening results: PubChem, several laboratories
